Screening results (PubChem BioAssay)
KOR beta-arrestin-1: KOR agonists, beta-arrestin recruitment, primary screen, cell-based, luminescence, uHTS (AID 1777); Kappa-type opioid receptor (Homo sapiens); KOR beta-arrestin recruitment, luminescence; higher % means a stronger effect; one-dose activation, % at 10 µM; EC50 in µM for titrated hits; 280,000 compounds, 0.02% hits; in the data active means activation above about 50%, passing the limit was not always enough; further: a part of the inactive calls stands beside numbers as strong as those of hits
GPR55 beta-arrestin: GPR55 agonists via beta-arrestin recruitment, primary screen, imaging, U2OS cells, beta-arrestin-GFP redistribution (AID 1961); U2OS GPR55 beta-arrestin-GFP redistribution imaging; higher % means a stronger effect; 290,000 compounds, 0.048% hits; G-protein coupled receptor 55 (Homo sapiens); one-dose activation, % at 10 µM; EC50 in µM for titrated hits;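 active means activation above 40% with more than 50 cells counted in the well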;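 further: U2OS osteosarcoma cells stably expressing GPR55 and beta-arrestin-GFP; plate controls were DMSO negative control for no effect and LPI positive control for full effect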
T cell HTS: modulators of CD8 T cell-vesicle binding, primary screen, mouse 2C CD8+ T cells, flow cytometry. 2C CD8+ T cell-vesicle binding; stronger effect = lower value. calls only at 7 µM. 330,000 compounds, 0.068% hits. AID 2052, 2009;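 active means response, share of CD8 T cells binding vesicles, and their 90th percentile fluorescence all below set limits, cut at about 80% in these data, passing the limit was not always enough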
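Assay system – 2C mouse CD8+ T cells · Also added – QL9-loaded Drosophila micro-vesicles · Timing – Cell–vesicle co-incubation 1.5 h at 37 °C, staining 20 min on ice · Signal – flow cytometry of vesicle-bound cells · Measure – percent CD8+ FL2 mean versus row control · Controls – Peptide-free naked vesicles (low) and QL9 vesicles with 0.7% DMSO vehicle (high)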
KOR beta-arrestin-2: KOR antagonists, beta-arrestin recruitment, cell-based, luminescence, uHTS (AID 1778); Kappa-type opioid receptor (Homo sapiens); KOR beta-arrestin recruitment, luminescence, antagonist mode; higher % means a stronger effect; inhibition, % at 10 µM, or IC50 in µM where a hit was titrated; 290,000 compounds, 0.091% hits; further: strong numbers were not always called active
NOD1 NF-kB reporter: NOD1 signaling inhibitors, primary screen, cell-based, luminescence, uHTS (AID 1578). NOD1-driven NF-kB luciferase reporter cells, luminescence; higher % means a stronger effect. one-dose inhibition, % at 4 µM; EC50 in µM for titrated hits. 290,000 compounds, 1% hits; in the data active means inhibition mostly above about 36%, no sharp cut-off; inactive means mostly below about 34%;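 further: HEK-293T reporter cells stimulated with the NOD1 agonist gamma-tri-DAP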
GPR55 antagonists: GPR55 antagonists blocking LPI-driven arrestin recruitment, primary screen, imaging, U2OS, beta-arrestin-GFP, LPI agonist (AID 2013); U2OS GPR55 beta-arrestin-GFP translocation imaging, LPI antagonism; higher % means a stronger effect; one-dose inhibition, % at 10 µM; IC50 in µM for titrated hits; 290,000 compounds, 0.13% hits; G-protein coupled receptor 55 (Homo sapiens);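 active means spots per cell inhibited over 60%, with over 100 cells counted and total cytoplasm intensity under 500,000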;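 further: U2OS cells stably carrying GPR55 and arrestin-GFP stimulated by 5 µM LPI near EC80; imaged beta-arrestin-GFP aggregate spots per cell after agonist stimulation; plate controls were LPI-stimulated DMSO wells for no effect and DMSO wells without LPI for full effect; some results filed as inactive read as strong as hits; confirmed hits need IC50 under 10 µM and bright autofluorescent wells are also inconclusive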
NTR1 agonist: agonists of NTR1, primary screen, imaging, U2OS cells, beta-arrestin-GFP, high content (AID 493036). NTR1-U2OS beta-arrestin-GFP spot imaging, agonist mode. activation, % at 20 µM. 330,000 compounds, 0.17% hits;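 active means activation at or above 40% of the spot to cytoplasm intensity ratio, with at least 20 cells analyzed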;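 further: 0% = DMSO without peptide and 100% = 100 nM NTR1 peptide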
Target sequence (P30989 whole entry, looked up): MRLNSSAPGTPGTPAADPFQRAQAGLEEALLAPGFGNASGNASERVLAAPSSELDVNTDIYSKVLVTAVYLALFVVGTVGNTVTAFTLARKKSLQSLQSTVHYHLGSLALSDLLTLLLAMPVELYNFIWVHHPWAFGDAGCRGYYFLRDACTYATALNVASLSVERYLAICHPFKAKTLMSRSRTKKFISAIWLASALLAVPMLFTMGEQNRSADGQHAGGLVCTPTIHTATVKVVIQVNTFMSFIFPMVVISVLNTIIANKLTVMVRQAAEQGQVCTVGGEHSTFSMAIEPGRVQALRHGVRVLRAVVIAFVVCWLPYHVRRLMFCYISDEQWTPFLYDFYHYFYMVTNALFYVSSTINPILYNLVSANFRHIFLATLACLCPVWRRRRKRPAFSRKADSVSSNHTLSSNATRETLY
NOD2 inhibition: NOD2 signaling inhibitors, cell-based, luminescence, uHTS, HEK293 (AID 1566) | inhibition, % at 4 µM; hits with a dose series show EC50 in µM | HEK293 NOD2/NF-kB luciferase reporter, luminescence; higher % means a stronger effect | 290,000 compounds, 0.63% hits; further: many of its hits are not listed in these tables
Myeloid diff 2: induction of myeloid progenitor differentiation, primary screen, cell-based, flow cytometry, MLPCN library. ER-HoxA9 myeloid progenitors, lysozyme-GFP differentiation. calls only at 10 µM. 360,000 compounds, 1% hits. AID 624256, 2012;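 active means normalized GFP-positive differentiation at or above the plate's own cutoff, the solvent-only control mean plus 3 SD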;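 further: cells exposed to compound for four days before flow analysis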
T cell HTS vesicle-bound %: second read-out of T cell HTS, no call of its own (marks repeat the call); double positive events, %; measured here: CD8+ vesicle-bound cell fraction;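 binding gate set so that unloaded-vesicle control wells show 10% double positive cells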
NTR1 agonist cell count 20 µM: second read-out of NTR1 agonist, no call of its own (marks repeat the call); cell count; measured here: cell count, cytotoxicity flag
Myeloid diff 2 GFP+ MAC1+ %: further read-out of Myeloid diff 2, marked with its call; GFP+ MAC1+ double positive, %; measured here: differentiation confirmed by MAC1 staining
Starred values were filed as active, the others as inactive; i = inactive; . = not tested or not shown; [ ] = remark or other dose. Unless noted, no stated cut-off is given here; in the data, active means inhibition above about 50%; inactive means the rest.

no.	smiles	KOR beta-arrestin-1	NOD1 NF-kB reporter	GPR55 antagonists	NOD2 inhibition	Myeloid diff 2 GFP+ MAC1+ %	KOR beta-arrestin-2	GPR55 beta-arrestin	T cell HTS	Myeloid diff 2	T cell HTS vesicle-bound %	NTR1 agonist cell count 20 µM	NTR1 agonist
1	O=C(Nc1cccnc1)c1ccc(N2CCCC2)c([N+](=O)[O-])c1	-6.1%	-35.1%	-5.4%	-24.3%	0.0	11.1%	0.1%	i	i	59.0	52	0.8
2	Cc1ccc(CN2C(=O)CC(Nc3ccc(N4CCOCC4)cc3)C2=O)cc1 (configuration not stated)	5.4%	-8.7%	10.9%	0.8%	0.9	-17.5%	0.0%	i	i	29.5	58	-0.1
3	OCC1(Cc2ccccc2F)CCCN(Cc2c(F)ccc(F)c2F)C1 (configuration not stated)	-0.1%	13.0%	3.3%	-0.9%	0.3	-46.9%[20 µM]	-0.2%	i	i	50.3	70	2.3
4	S=C(NCc1cccs1)Nc1cccc2ccccc12	-4.0%	-17.3%	0.3%	7.8%	0.2	-7.1%	0.6%	i	i	27.4	29	-0.6
5	OCC1CCCN(C(=S)NCCc2ccccc2)C1 (configuration not stated)	1.2%	-44.6%	13.6%	-35.7%	1.5	-21.2%	-0.1%	i	i	20.0	77	-1.1
6	O=C(CCCN1C(=O)/C(=C/c2ccc3c(c2)OCO3)SC1=S)Nc1cccc(C(=O)O)c1	-2.8%	8.4%	4.7%	4.3%	6.7	5.9%	1.3%	i	i	30.1	51	2.0
7	CCn1c(SCC(=O)NC2CCCCC2)nnc1-c1cccs1	-0.5%	-7.4%	-11.0%	0.4%	0.6	10.6%	0.3%	i	i	26.4	64	2.4
8	CN(C)c1cc2c(cc1NS(=O)(=O)c1ccccc1)n(C)c(=O)n2C	-0.7%	15.0%	0.7%	11.8%	0.5	-35.4%	-0.1%	i	i	22.6	69	-0.7
9	COc1ccc(C2C(C#N)=C(N)OC3=C2C(=O)CC(C)C3)c(OC)c1OC (configuration not stated)	1.7%	-21.6%	-1.3%	-21.8%	2.6	22.2%	0.0%	i	i	28.3	97	1.2
10	COc1cccc(CNC(=O)c2cccs2)c1	-2.4%	-20.4%	-12.9%	13.6%	1.1	-15.1%	0.6%	i	i	45.7	54	-0.5
11	COc1ccc(C(=O)C2CCCN(Cc3cn[nH]c3-c3ccc(F)cc3)C2)cc1OC (configuration not stated)	.	-15.9%	5.4%	7.1%	0.2	-2.8%[20 µM]	-0.1%	i	i	44.1	49	1.2
12	CC(C)Oc1ccc(N2CC(C(=O)OCC(=O)NCc3ccccc3)CC2=O)cc1 (configuration not stated)	-1.4%	10.4%	.	-1.8%	1.7	1.7%	-0.1%	i	i	12.4	57	0.4
13	Cc1ccc(NC(=O)CN2C(=O)C3C4C=CC(C4)C3C2=O)cc1S(=O)(=O)N(C)C (configuration not stated)	8.4%	-30.3%	-11.3%	-4.0%	0.6	3.2%	-0.3%	i	i	28.1	62	0.6
14	CCCC(CCC(=O)Nc1cc([N+](=O)[O-])ccc1O)C(=O)O (configuration not stated)	-7.7%	-43.9%	8.4%	1.6%	0.8	29.1%	0.4%	i	i	50.8	97	0.7
15	CC(C)(C)N1C(=O)c2ccc(C(=O)Nc3ccc(O)cc3)cc2C1=O	-5.6%	-6.0%	0.8%	13.2%	0.2	10.2%	0.5%	i	i	17.0	61	0.8
16	Cc1cc(NC(=O)CSc2nc3c(c(=O)n2C)SCC3)no1	4.1%	-29.3%	11.8%	10.9%	1.8	2.8%	-0.1%	i	i	86.5	68	0.4
17	Fc1ccc(N2CCN(c3ccc4c(C(F)(F)F)cc(C(F)(F)F)nc4n3)CC2)cc1	-0.2%	-13.2%	5.7%	-3.8%	0.5	-6.2%	0.0%	i	i	40.5	101	6.7
18	CC(C)CN1C2CCCC1CC(NC(=S)NCc1ccco1)C2 (configuration not stated)	1.6%	7.7%	8.5%	18.6%	0.7	10.4%	-0.3%	i	i	13.6	47	0.8
19	Cc1cc(=O)oc2ccc(OC(=O)c3cccc(S(=O)(=O)N4CCOCC4)c3)cc12	-7.2%	.	3.4%	0.8%	1.0	-27.2%	0.6%	i	i	2.9	40	-1.0
20	CC1(C)CC(=O)c2cc3c(nc2C1)CC(C)(C)CC3=O	-5.8%	15.7%	10.3%	6.1%	0.4	-1.4%	0.5%	i	i	49.3	81	-0.8
21	CCc1nnc(NC(=O)CN2CCN(C3CCCCC3)CC2)s1	-0.2%	-0.9%	-14.9%	-4.8%	1.8	-17.4%	-0.1%	i	i	35.3	48	1.2
22	CCN(C(=O)C1CCCN1S(=O)(=O)c1cccc2nsnc12)c1ccccc1 (configuration not stated)	4.2%	-7.6%	-8.5%	12.6%	0.9	10.1%	-0.1%	i	i	17.4	70	0.1
23	Cc1nc(/C(N)=N/OC(=O)Cc2ccccc2)no1	-2.5%	-45.4%	-4.9%	7.5%	0.2	3.5%	0.2%	i	i	45.3	76	-1.6
24	Oc1ccc(/C=N/N2CCN(C3c4ccccc4-c4ccccc43)CC2)cc1O	2.3%	-2.0%	0.8%	6.2%	0.1	-3.9%	-0.1%	i	i	39.7	74	11.8
25	CCCCN(C(=O)NC(=O)C1=C(N2CCOCC2)/C(=C/c2ccccc2)CC1)S(C)(=O)=O	3.6%	-5.5%	12.9%	-0.7%	4.0	21.7%	-0.3%	i	i	19.7	58	1.2
26	COc1cccc(-c2ccc(C#N)c(OC(=O)c3ccc(Cl)cc3)n2)c1	0.7%	-4.0%	3.3%	6.3%	0.8	-39.1%	0.0%	i	i	8.4	40	0.7
27	CN(C)CCCN(C(=O)c1ccc(S(=O)(=O)N2CCCC2)cc1)c1nc2ccc(Br)cc2s1	10.0%	-51.0%	8.0%	5.7%	0.8	-51.3%	0.2%	i	i	63.9	44	0.1
28	O=C(Nc1ccccn1)C1CCCN1S(=O)(=O)c1ccc(Cl)cc1 (configuration not stated)	8.3%	-9.8%	27.4%	5.8%	1.0	16.1%	-0.1%	i	i	59.8	34	-0.1
29	NC(C(=O)O)C(c1ccccc1)C(F)F (configuration not stated)	1.3%	-1.4%	-2.1%	6.4%	.	0.3%	-0.3%	i	.	12.7	57	-0.6
30	CCOC(=O)c1c(C)[nH]c(C(=O)OCC(=O)NC(C)C)c1C	-3.0%	-3.6%	21.2%	7.8%	4.2	5.0%	-0.1%	i	i	44.2	75	-1.0

The listing continues:
no.	smiles	KOR beta-arrestin-1	NOD1 NF-kB reporter	GPR55 antagonists	NOD2 inhibition	Myeloid diff 2 GFP+ MAC1+ %	KOR beta-arrestin-2	GPR55 beta-arrestin	T cell HTS	Myeloid diff 2	T cell HTS vesicle-bound %	NTR1 agonist cell count 20 µM	NTR1 agonist
31	CCc1ccc(NCc2cc3c(C)nn(-c4ccccc4)c3[nH]c2=O)cc1	-0.3%	0.6%	16.6%	-10.4%	5.8	-0.6%	0.0%	i	i	43.1	48	3.9
32	CCCCc1ccc(NC=C2C(=O)OC3(CCCCC3)OC2=O)cc1	-0.5%	-2.3%	6.0%	17.6%	0.4	-11.5%	0.6%	i	i	27.8	86	0.3
33	O=C(COc1ccccc1)Nc1ncc2c(n1)CCCC2=O	7.3%	-14.1%	1.9%	-1.6%	2.7	-12.4%	-0.1%	i	i	43.5	64	-1.1
34	CCOc1ccccc1N(CC(=O)NCCOC)C(=O)CCC(=O)Nc1ccccn1	-0.1%	-19.3%	0.8%	22.9%	0.1	-56.1%[20 µM]	-0.1%	i	i	51.3	59	0.7
35	COc1ccc(CCN2C(=O)C3C4C=CC(C5CC45)C3C2=O)cc1OC (configuration not stated)	.	23.7%	46.5%	-12.9%	0.4	-9.0%[20 µM]	0.2%	i	i	37.3	56	1.5
36	O=C1C2C3c4ccccc4C(c4ccccc43)C2C(=O)N1Cc1ccco1 (configuration not stated)	-4.8%	2.4%	-6.0%	-16.5%	2.2	-23.7%	-0.2%	i	i	41.1	33	0.8
37	CCC(Sc1nnc(-c2ccco2)n1C)C(=O)Nc1nnc(C)s1 (configuration not stated)	-3.4%	2.0%	2.7%	17.3%	0.4	9.1%	1.0%	i	i	16.1	38	-0.2
38	CC1=CC(C)(C)N2C(=O)C3(SCC(=O)N3c3ccc(F)cc3)c3cc(C)cc1c32 (configuration not stated)	-4.4%	21.1%	4.09µM*	11.7%	14.2	-45.2%	-0.1%	i	i	33.8	70	26.4
39	COC(=O)CN1C(=O)[C@H]2[C@@H](c3ccc(C)o3)N3C(=O)CN(Cc4ccccn4)C(=O)[C@@]3(Cc3ccccc3)[C@H]2C1=O	1.0%	-1.5%	-7.2%	5.0%	1.1	-15.9%[20 µM]	-0.2%	i	i	14.5	90	-1.2
40	Cc1ccc(C(=O)Nc2c(C)n(C)n(-c3ccccc3)c2=O)cc1S(=O)(=O)N1CCOCC1	3.9%	15.0%	-1.0%	-9.1%	0.6	-4.8%	0.3%	i	i	22.6	30	-1.0
41	COc1ccc2nc(SCC(=O)NC(C)(C)C)[nH]c2c1	-0.8%	-17.3%	0.5%	3.9%	6.3	8.0%	0.2%	i	i	44.4	47	0.3
42	CCc1ccc(N(CC(=O)NCc2ccc(F)cc2)C(=O)c2csnn2)cc1	.	-13.2%	-15.3%	15.9%	0.2	19.2%[20 µM]	0.2%	i	i	30.9	31	1.6
43	CCOC(=O)NC(=O)/C(C#N)=C\c1ccccc1	-0.1%	-41.9%	0.4%	-8.5%	0.8	-3.6%	0.1%	i	i	25.1	78	0.0
44	O=C(CN(Cc1ccco1)C(=O)CNS(=O)(=O)c1ccc(Cl)cc1)NCC1CCCO1 (configuration not stated)	7.7%	-13.2%	1.7%	-11.3%	0.5	-7.0%	-0.1%	i	i	41.8	66	1.5
45	N#Cc1cn(CC(=O)NCc2cccnc2)c2ccccc12	-1.9%	-12.0%	8.6%	11.8%	0.5	10.6%	-0.1%	i	i	10.2	37	0.3
46	Cc1cc(C)c(S(C)(=O)=O)c(NN)n1	2.4%	22.8%	5.9%	-8.1%	0.2	-2.9%	-0.3%	i	i	52.6	57	-0.5
47	CC(=O)NC1=NN(C(C)=O)C(c2ccco2)S1 (configuration not stated)	4.7%	-9.1%	8.3%	-1.8%	0.5	-12.1%	-0.3%	i	i	22.6	49	-0.8

Not all compounds are listed, so the mix of outcomes need not match the whole.
